Source: PubChem
VLA-4 inh: inhibition in a human VLA-4 binding assay; AID 2557; VLA-4 expressing cells, ligand binding flow cytometry; P13612; inhibition, % (about 7 µM as worked out from the volumes in the protocol); actives 0.2% (n = 330,000); in the data active = inhibition above about 50%
GLD-1 RNA inh: GLD-1-TGE RNA interaction inhibition (C. elegans); Q17339; purified GLD-1 + fluorescein TGE RNA, fluorescence polarization; inhibition, % at 5.96 µM; actives 0.44% (n = 320,000); AID 2280;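 active = percent inhibition above a per-plate cutoff, the plate mean of test compounds plus 3 SD, cut at about 30% in these data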;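 note: 0% = DMSO wells with GLD-1 and probe and 100% = wells lacking GLD-1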
MCL1-BIM inh: MCL1-BIM-BH3 interaction inhibition (human) | AID 2057 | inhibition, % at 10.9 µM | Q07820 | GST-MCL1 / FITC-Bim-BH3 fluorescence polarization | actives 0.68% (n = 320,000);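 active = inhibition above the mean inhibition of all tested compounds plus 3 SD, set per campaign, cut at about 40% in these data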;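 note: 0% = DMSO wells and 100% = unlabeled Bim-BH3 peptide control; higher means more loss of mP so more displacement of Bim peptide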
Target sequence (Q07820 whole entry, looked up): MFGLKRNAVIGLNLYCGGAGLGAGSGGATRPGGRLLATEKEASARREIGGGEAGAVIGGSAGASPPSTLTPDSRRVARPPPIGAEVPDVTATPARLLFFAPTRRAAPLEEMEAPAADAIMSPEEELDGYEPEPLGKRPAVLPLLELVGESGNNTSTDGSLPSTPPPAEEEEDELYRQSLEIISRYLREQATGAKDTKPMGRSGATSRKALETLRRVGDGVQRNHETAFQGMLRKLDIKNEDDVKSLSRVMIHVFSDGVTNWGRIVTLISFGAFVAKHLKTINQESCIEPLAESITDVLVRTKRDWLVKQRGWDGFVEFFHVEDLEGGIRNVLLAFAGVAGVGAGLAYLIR
Yeast superoxide: caloric restriction mimetics inhibiting age-related superoxide in yeast | S. cerevisiae aged cells, superoxide DHE fluorescence; active compounds read low | superoxide response (% of plate mean), % at 10 µM | actives 0.18% (n = 330,000);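 active = superoxide response under a set limit, about three screen SD below normal, cut at about 65% in these data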;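 note: yeast aged for seven days with compound at 30 °C before DHE staining; 100% = average MFI of all compound-treated wells on the plate with controls excluded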
MEX-5 binding: C. elegans MEX-5 TCR-2 RNA binding activity; Q9XUB2; MEX-5/FITC-TCR2 RNA binding, fluorescence polarization; active compounds read low; activity score (negative = inhibition of binding), % at 10 µM; actives 0.38% (n = 300,000);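 active = inhibition past about -25% in most replicates, and total fluorescence under double the plate's negative control median, limit read from the data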;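 note: 0% = DMSO and -100% = 5 µM competing unlabeled TCR2 RNA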
CIT2-GFP yeast: modulators of TOR pathway CIT2-GFP in S. cerevisiae; AID 2029; GFP response vs DMSO, % at 10 µM; S. cerevisiae CIT2-GFP strain, flow cytometry, 3 h; 100 means same as DMSO wells; actives 0.065% (n = 320,000);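 active = GFP response relative to DMSO above a set limit, near the screen mean plus 3 SD, cut at about 150% in these data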;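 note: ratio of well median GFP fluorescence to mean of DMSO wells on the plate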
Bcl-xL primary: inhibitors of human Bcl-xL; AID 2129; GST-Bcl-xL / FITC-Bim BH3 peptide fluorescence polarization; actives 0.7% (n = 320,000); inhibition, % at 10.9 µM; Q07817;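 active = inhibition above the mean of all tested compounds plus 3 SD, cutoff set per campaign, cut at about 30% in these data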;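 note: 0% = DMSO wells and 100% = unlabeled Bim-BH3 peptide competitor; inhibitors lower millipolarization by displacing the labeled peptide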
AGP1 TOR yeast: modulators of TOR pathway AGP1-GFP in S. cerevisiae; GFP response vs DMSO, % at 10 µM; AID 2066; actives 0.02% (n = 320,000); S. cerevisiae AGP1-GFP multiplex flow cytometry, 3 h; GFP as percent of DMSO wells;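 active = GFP response relative to DMSO above a set limit, near screen average plus 3 SD, cut at about 150% in these data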;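 note: median GFP channel fluorescence of the gated AGP1 strain per well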
GRK2 aptamer HTS: inhibitors of human GRK2 displacing RNA aptamer; actives 0.59% (n = 330,000); inhibition of aptamer binding, % at 10 µM; bead flow cytometry, FAM-aptamer displacement from GRK2;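 active = inhibition of aptamer binding above 40%, roughly 3 SD of noise, on plates passing a quality check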;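 note: median bead fluorescence of bound FAM aptamer so fluorescent compounds give negative values; no value below 0 was filed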
Target sequence (P25098 whole entry, looked up): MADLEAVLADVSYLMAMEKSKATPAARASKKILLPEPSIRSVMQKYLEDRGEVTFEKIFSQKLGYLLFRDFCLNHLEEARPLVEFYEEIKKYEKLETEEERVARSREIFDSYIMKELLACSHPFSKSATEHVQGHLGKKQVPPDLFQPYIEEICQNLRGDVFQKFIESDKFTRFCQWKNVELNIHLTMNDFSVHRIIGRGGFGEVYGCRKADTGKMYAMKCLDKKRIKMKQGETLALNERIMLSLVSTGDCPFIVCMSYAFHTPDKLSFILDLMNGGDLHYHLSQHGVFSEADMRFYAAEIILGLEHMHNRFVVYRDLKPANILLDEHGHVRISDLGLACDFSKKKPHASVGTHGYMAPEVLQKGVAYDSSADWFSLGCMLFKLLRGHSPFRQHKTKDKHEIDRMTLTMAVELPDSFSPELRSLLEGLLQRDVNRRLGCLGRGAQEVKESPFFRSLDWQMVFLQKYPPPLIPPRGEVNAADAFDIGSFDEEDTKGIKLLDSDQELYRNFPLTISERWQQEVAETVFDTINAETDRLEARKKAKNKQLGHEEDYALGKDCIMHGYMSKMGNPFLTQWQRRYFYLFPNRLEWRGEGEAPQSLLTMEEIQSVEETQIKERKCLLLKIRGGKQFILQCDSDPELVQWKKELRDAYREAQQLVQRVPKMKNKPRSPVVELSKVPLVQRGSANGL
* = called active by the depositor; · = no result given; [ ] = dose if it differs, or a comment.

SMILES | VLA-4 inh | GLD-1 RNA inh | MCL1-BIM inh | Yeast superoxide | MEX-5 binding | CIT2-GFP yeast | Bcl-xL primary | AGP1 TOR yeast | GRK2 aptamer HTS
CSCCC(=O)Nc1ccc(C(C)=O)cc1 | 2.3 | 4.2 | 2.6 | 104.7 | -0.1 | 94.3 | 2.9 | 104.3 | 3.0
S=C(NC1CCCCC1)N1CCn2cccc2C1c1ccncc1 (centres undefined) | -9.9 | -3.2 | 8.1 | 122.1 | 0.7 | 94.6 | 8.8 | 99.4 | 2.0
COc1ccc(S(=O)(=O)N2CCC(N3CCCCC3)CC2)cc1 | 7.8 | 0.7 | 5.2 | 104.1 | 0.8 | 90.6 | 6.6 | 92.2 | 3.0
O=C(C1CC1)N1CCC(c2nc(-c3ccc(S(=O)(=O)NCC4CCCO4)cc3)no2)CC1 (centres undefined) | 1.3 | 1.4 | 1.1 | 115.3 | 0.7 | 104.8 | -1.5 | 103.6 | 0.0
O=C(CCN1C(=O)/C(=C\c2cccs2)SC1=S)Nc1ccccn1 | -2.7 | -0.8 | -13.0 | 95.0 | -0.4 | 97.1 | -2.9 | 95.2 | 6.0
O=C(O)CCC(=O)Nc1cccc(-c2nc3ccccc3o2)c1 | -7.3 | · | · | 104.8 | 3.1 | 102.2 | · | 82.1 | 1.0
CC(=O)Nc1ccc(N2C(=O)CSC2c2ccccc2[N+](=O)[O-])cc1 (centres undefined) | 9.0 | 6.0 | -0.5 | 116.3 | -2.9 | 98.6 | 0.6 | 89.0 | 0.0
Cc1ccc(S(=O)(=O)/N=C2/C=C(Sc3ncn[nH]3)C(=O)c3ccccc32)c(C)c1 | 3.7 | 13.4 | 25.4 | 155.3 | · | 81.2 | 27.6 | 95.6 | 1.0
CCCn1nc(NS(=O)(=O)c2cccc3nonc23)c2cc3cc(C)ccc3nc21 | -8.2 | 3.0 | -1.6 | 115.2 | 2.4 | 93.4 | 7.2 | 95.9 | 1.0
O=C(COc1ccc([N+](=O)[O-])cc1)NNC(=O)Nc1ccc([N+](=O)[O-])cc1 | 24.7 | -4.3 | 1.9 | 112.7 | 3.8 | 97.4 | -1.1 | 94.6 | 0.0
Cc1ccc(NC(=O)c2cc(S(=O)(=O)N3CCc4ccccc43)cn2C)cc1 | 35.1 | 7.7 | 8.7 | 89.4 | 1.8 | 101.9 | -2.1 | 104.5 | 1.0
CC1CCN(CC(=O)NCc2ccccc2)CC1 | -2.0 | -0.7 | 4.9 | 114.8 | -3.7 | 111.4 | 3.1 | 99.4 | 2.0
COc1cccc(C(=O)NN/C(C)=C/C(=O)C(F)(F)C(F)(F)C(F)(F)F)c1 | 8.1 | 4.7 | 11.1 | 99.9 | -1.1 | 104.3 | 6.8 | 101.7 | 0.0
COC(=O)c1cccc(C23CC4(C2)[C@H](CN(Cc2ccc(-c5ccccc5)cc2)[C@@H]4c2ccccc2)C3c2ccc(C(F)(F)F)cc2)c1 (some centres undefined) | -11.6 | 0.4 | 5.2 | 105.0 | 3.7 | 99.8 | 3.1 | 105.6 | 0.0
Cc1ccc(C(=O)COc2cc(O)c3c(=O)cc(-c4ccccc4)oc3c2)cc1 | 11.0 | 1.0 | -0.2 | 115.8 | -1.1 | 99.0 | 2.9 | 100.8 | 0.0
CCCC[C@@H]1CN=C(N)N1CCCC | 4.6 | 0.9 | 5.9 | 98.2 | -1.3 | 81.9 | 8.0 | 84.3 | 0.0
CC(C)C(C)NC(=O)COc1nc2ccccc2nc1N(C)C1CCCCC1 (centres undefined) | 6.1 | 2.4 | 8.5 | 92.4 | -2.5 | 110.8 | 6.5 | 107.3 | 2.0
CCOc1ccc(Cl)cc1CNc1nnnn1CC | 4.8 | -3.2 | -3.4 | 100.5 | -1.4 | 100.7 | 2.7 | 96.4 | 0.0
CC1(C)C=Cc2c(c3ccccc3[nH]c2=O)O1 | 26.6 | 8.2 | 4.2 | 109.3 | -1.9 | 90.2 | 0.6 | 90.7 | 0.0
CCN1C(=C(C#N)C#N)C=Cc2cc(C)ccc21 | -2.9 | 40.9* | 18.2 | 104.5 | -0.5 | 102.2 | 24.8 | 101.5 | 1.0
CCOC(=O)N1CCN(C(=O)CNC(=O)c2nn(-c3ccc(OC)cc3OC)c(=O)c3ccccc23)CC1 | 1.1 | 2.6 | 0.0 | 102.1 | 0.2 | 106.4 | 1.5 | 105.4 | 0.0
O=C(COc1ccccc1)NCCSCc1ccc(Cl)cc1 | 1.2 | -0.3 | 4.8 | 107.5 | 5.3 | 97.0 | -1.0 | 94.2 | 2.0
COc1cccc(C(=O)O/N=C(\N)c2ccccn2)c1 | 25.6 | -2.5 | 0.1 | 103.7 | -0.5 | 97.0 | 1.0 | 92.0 | 1.0
COc1cc2c(cc1OC)C(NC(=O)c1ccc(C)cc1)CC2=O (centres undefined) | 6.2 | 2.4 | 8.3 | 102.7 | 0.5 | 111.8 | 6.1 | 102.3 | 0.0
O=S(=O)(N/N=C\c1cccc(F)c1)c1ccccc1 | 33.4 | 10.2 | -2.1 | 90.5 | -1.6 | 90.5 | 3.5 | 90.8 | 2.0
Cc1cc(S(=O)(=O)NC2CCN(Cc3ccccc3)CC2)c(C)cc1Cl | 0.6 | -8.2 | 11.1 | 110.9 | 2.0 | 104.8 | 10.2 | 101.8 | 1.0
C[C@@H]1NC(=O)[C@H](CCCN=C(N)N)NC(=O)c2cc([N+](=O)[O-])cc(I)c2NCCC[C@@H](C(N)=O)NC1=O | · | -0.6 | -5.9 | · | -0.1 | · | -2.5 | · | ·
CC(C)C1Cc2c(sc3ncnc(NN)c23)CO1 (centres undefined) | -4.8 | -1.2 | -5.2 | 99.1 | 2.9 | 112.5 | -1.2 | 102.5 | 0.0
COC(=O)CCCCC1SCC(NC(=O)c2ccccc2)C1OC(C)=O (centres undefined) | 2.5 | 5.3 | 7.7 | 100.7 | 0.0 | 94.5 | 5.5 | 92.5 | 1.0
COc1ccc(CN(CCCN2CCOCC2)S(=O)(=O)N(C)C)cc1OC | 1.9 | 10.4 | 4.6 | 98.9 | 0.5 | 111.9 | 10.9 | 109.6 | 0.0

Reformatted with two lines to a compound: part of the list above.
Value order – VLA-4 inh, GLD-1 RNA inh, MCL1-BIM inh, Yeast superoxide, MEX-5 binding, CIT2-GFP yeast, Bcl-xL primary, AGP1 TOR yeast, GRK2 aptamer HTS
Cc1cc(S(=O)(=O)NC2CCN(Cc3ccccc3)CC2)c(C)cc1Cl
→ 0.6, -8.2, 11.1, 110.9, 2.0, 104.8, 10.2, 101.8, 1.0
C[C@@H]1NC(=O)[C@H](CCCN=C(N)N)NC(=O)c2cc([N+](=O)[O-])cc(I)c2NCCC[C@@H](C(N)=O)NC1=O
→ ·, -0.6, -5.9, ·, -0.1, ·, -2.5, ·, ·

Further entries follow.
SMILES | VLA-4 inh | GLD-1 RNA inh | MCL1-BIM inh | Yeast superoxide | MEX-5 binding | CIT2-GFP yeast | Bcl-xL primary | AGP1 TOR yeast | GRK2 aptamer HTS
CC(C)(C)NC(=O)C1Cc2ccccc2CN1C(=O)Nc1cccc(Cl)c1 (centres undefined) | -3.1 | -9.2 | 2.3 | 113.0 | 4.4 | 112.8 | 8.1 | 107.7 | 2.0
CC1CCN(CCCNC(=O)CCNC(=O)Cn2cnc3ccccc3c2=O)CC1 | -2.5 | -5.2 | 6.6 | 98.7 | 1.7 | 106.9 | 4.3 | 105.2 | 1.0
CN1C(=O)/C(=C/c2ccccc2OCc2ccc(C(=O)O)cc2)NC1=S | 0.0 | -1.1 | 5.0 | 79.1 | -1.4 | 100.2 | 7.6 | 104.8 | 2.0
COC(=O)CN(c1ccc(OC)cc1OC)S(=O)(=O)c1ccccc1[N+](=O)[O-] | 13.0 | -4.2 | -1.7 | 93.0 | -2.7 | 108.8 | 4.2 | 104.1 | 0.0
Cc1nnc(SCC(=O)Nc2ccc(S(=O)(=O)Nc3ccc(Cl)nn3)cc2)s1 | 6.7 | · | · | 118.3 | · | 91.5 | · | 95.5 | 5.0
CCCOc1ccc(/C=C/c2[nH]c(=O)[nH]c(=O)c2[N+](=O)[O-])cc1OCC | 4.6 | 2.1 | 0.0 | 113.0 | -15.7 | 111.0 | 2.7 | 80.0 | 1.0
CCCOc1ccc(CC(=O)NCCc2ccccc2)cc1OC | 0.3 | -6.2 | 2.6 | 94.2 | -2.3 | 100.3 | -0.6 | 104.8 | 0.0
Cc1cc(C(=O)NNC(=O)/C=C/c2ccccc2Cl)c(C)o1 | -13.7 | 2.2 | -4.8 | 100.5 | 1.9 | 101.5[may fluoresce green] | 5.2 | 105.5[may fluoresce green] | 5.0
CC(=O)N1CCN(C(=O)c2ccc(Cl)c(S(=O)(=O)N3CCc4ccccc43)c2)CC1 | 11.8 | 1.2 | 2.2 | 103.0 | · | 104.2 | 1.8 | 100.6 | 0.0
CCC1CCC2(CC1)NC(=O)N(CC(=O)Nc1ccc(OC)c(Cl)c1)C2=O (centres undefined) | 10.5 | 7.7 | 1.8 | 100.9 | · | 94.6 | -0.9 | 103.8 | 0.0
COc1ccc(N(C)S(=O)(=O)c2ccc(Cl)c(C(=O)NCC(C)(C)N3CCOCC3)c2)cc1 | -10.2 | 3.6 | -11.4 | 100.9 | · | 99.5 | -4.7 | 95.7 | 0.0
COc1ccc(S(=O)(=O)N2CCc3ccccc32)cc1C(=O)Nc1ccc(NC(C)=O)cc1 | 2.7 | 2.6 | · | 87.9 | · | 102.8 | · | 107.8 | 0.0
CC(C)c1ccc(/C=N/NC(=O)CC(=O)NCc2ccccc2)cc1 | 0.0 | -3.4 | 1.7 | 100.1 | 2.0 | 99.7 | 3.1 | 106.3 | 0.0
CCN(Cc1ccncc1)C(=O)c1ccc(Br)o1 | 1.5 | 2.5 | 2.8 | 133.9 | -0.1 | 94.2 | 3.6 | 103.5 | 1.0
Cc1[nH]c2ccccc2c1Cc1nnc(SCC(N)=O)o1 | 11.9 | 4.5 | 0.3 | 109.1 | 0.6 | 98.4 | 2.1 | 100.4 | 0.0
Clc1ccc(Cl)c2sc(N3CCOCC3)nc12 | 13.0 | -4.9 | 5.3 | 82.7 | -0.2 | 102.3 | -1.8 | 81.1 | 0.0
CC(C)c1cccc(-c2ccc3c(c2)S(=O)(=O)c2cccc(C(=O)NCc4ccccc4Cl)c2C3=O)c1 | 3.2 | 12.5 | · | 96.2 | · | 92.3 | · | 91.0 | 0.0
COc1ccc(Cl)cc1C(=O)Nc1ccc(CN2CCCCC2)cc1 | 9.7 | 4.0 | 9.8 | 100.5 | 1.7 | 88.9 | 4.5 | 101.8 | 0.0
O=C(OCC(=O)N1CCOCC1)c1ccccc1Cc1ccccc1 | 2.5 | 2.7 | -1.2 | 127.6 | 3.4 | 92.9 | 1.6 | 90.4 | 1.0
O=C(CNS(=O)(=O)c1ccccc1)N/N=C/c1ccc(O)cc1 | 0.9 | 5.0 | -4.2 | 104.2 | 1.4 | 113.8 | 4.5 | 96.8 | 0.0
CC(C)C1=NN(C(=O)c2cccnc2)C(O)(C(F)(F)F)C1 (centres undefined) | 7.3 | 6.1 | 10.2 | 99.0 | 0.6 | · | 5.7 | 96.8 | 1.0
Cc1ccc2cc([N+](=O)[O-])ccc2n1 | 14.7 | 0.4 | -0.1 | 117.2 | 1.4 | 88.8 | -5.3 | 95.1 | 0.0
Cc1cccc(C)c1NC(=S)NC(=O)c1ccc(Br)o1 | -7.5 | -6.5 | 7.2 | 85.0 | 2.0 | 84.5 | 10.8 | 97.5 | 0.0
CCOC(=O)CSc1ncnc2c1cnn2-c1ccc(C)cc1 | 22.2 | 1.8 | 1.1 | 110.0 | -0.6 | 96.4 | 3.2 | 99.1 | 0.0
